Screening results from PubChem BioAssay.
UDG counterscr = Primary qHTS assay for inhibitors of Activation Induced Cytidine Deaminase (AID): UDG Counterscreen signal | FRET deamination/UDG coupled assay, UDG read, 4 h | Potency, µM (highest dose often 115 µM), inactives show at the highest dose activity change, negative = inhibition, hits mostly inhibitors | 0.14% of 91,000 active | AID 1347430, 2020; note: nearly all actives have a fitted effect of over 65% in size
AID inh = Primary qHTS assay for inhibitors of Activation Induced Cytidine Deaminase (AID): AID signal | Potency, µM (doses to about 115 µM), inactives show at the highest dose activity change, negative = inhibition, usual class: inhibitors | Single-stranded DNA cytosine deaminase (Homo sapiens), Q9GZX7 | AID deamination FRET fluorescence, UDG-coupled, 4 h | 0.32% of 91,000 active; note: nearly all actives have a fitted effect of over 25% in size
Target sequence (Q9GZX7 whole entry, looked up): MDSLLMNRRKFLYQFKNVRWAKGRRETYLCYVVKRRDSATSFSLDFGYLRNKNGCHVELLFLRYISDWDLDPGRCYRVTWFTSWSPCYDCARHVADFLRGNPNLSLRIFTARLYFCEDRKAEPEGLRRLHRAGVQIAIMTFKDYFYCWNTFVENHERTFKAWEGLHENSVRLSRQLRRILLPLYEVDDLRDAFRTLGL
Numbers without * were called inactive; ? = inconclusive; & = joins results of further samples; [ ] = remark or other dose. Calls come from the whole dose curve; as a rule, active = well fitted curve in the direction sought with a large enough effect; inconclusive = small, poorly fitted or top-dose-only effect, or another doubt; inactive = no such curve, though single readings can be large; an effect the other way counts as inactive or inconclusive. % is set by controls: 0 for no effect and ±100 for the full control effect; potency is the fitted concentration of half-maximal effect.

The line under a structure holds: UDG counterscr, AID inh
> Cc1cccc(C)c1Nc1c(-c2ccc(O)cc2)nc2sccn12
    ?, 20%
> COc1ccccc1N1CCN(C(=O)c2cnc(N3CCCCC3)c3ccccc23)CC1
    -20%, -12%
> Cc1ccc(CNC(=O)C(=O)NCC(c2cccnc2)N2CCN(c3ccccc3F)CC2)cc1 (stereo not drawn)
    -2%, -22%
> C=C(C)COc1ccc2c(C)c(CCC(=O)NCc3ccc(S(N)(=O)=O)cc3)c(=O)oc2c1
    -5%, -17%
> Cc1cccc(N2CCN(C(=O)c3cccc(NC(=O)C4=CSCCO4)c3)CC2C)c1 (stereo not drawn)
    -8%, -24%
> O=C(NCc1ccc(F)cc1)c1n[nH]c2c1CCCC2
    18%, -2%
> N#Cc1c(N)n[nH]c1CCCNC(=O)c1cc(-c2ccncc2)nc2ccccc12
    -2%, 9%
> Cn1c(=O)c(=O)n(C)c2cc(N3CCOCC3)c(NS(=O)(=O)c3ccc(Cl)cc3)cc21
    3%, 102%[activator]
> O=C(Nc1ccc(N2CCOCC2)cc1)c1cccc(Nc2ccnc(-c3cccc(F)c3)n2)c1
    -5%, 32%[activator]
> CC1CCCN(c2csc3ccc(F)cc3c2=O)C1 (stereo not drawn)
    -5%, 2%
> O=S(=O)(NCCO)c1ccc(I)cc1
    2%, 1%
> CNc1c(NC(=O)NCCc2ccccc2)c(=O)oc2ccccc12
    12%, -6%
> COc1ccc(C(=O)Cn2c(=O)n3nc(CCn4nc(C)cc4C)nc3c3cc(OC)c(OC)cc32)cc1
    -8%, 45%[activator]
> COC(=O)c1ccc2c(=O)n(CCCCCC(=O)N3CCN(c4cc(C)ccc4C)CC3)c(=O)[nH]c2c1
    -12%, ?
> N#Cc1cccc(CN2CCC(c3ccnn3CCO)CC2)c1
    6%, -10%
> COc1ccc(Cl)cc1N(C)C(=O)C(=O)Nc1ccc2nc3n(c(=O)c2c1)CCCCC3
    -7%[57.5 µM], 1%
> COC(=O)c1cccc(COC(=O)CCC(=O)c2ccc3c(c2)OCCO3)c1
    -1%, -5%
> Cc1cccc(N2CCN(C(=O)C3CCCN(S(=O)(=O)c4cccc5nsnc45)C3)CC2)c1C (stereo not drawn)
    -2%, 27%
> CCOc1ccc(C(=O)Nc2ccc(-n3nncc3-c3ccccc3)cc2)cc1OCC
    ?, ?
> Fc1ccc(/C=N/Nc2ccc3ccccc3c2)c(F)c1
    -5%, 14%
> O=C(CCS(=O)(=O)c1cccc2nsnc12)Nc1ccc(F)cc1
    -7%, -22%
> Cc1ccccc1NC(=O)/C(C#N)=C/c1ccc(OC(=O)c2ccccc2)cc1
    -6%, -1%
> O=C1CSC(c2cccc(Br)c2)N1c1cccc(C(F)(F)F)c1 (stereo not drawn)
    4%, -4%
> Cc1ccc(NC(=O)c2sc3nc[nH]c(=O)c3c2C)cc1Cl
    6%, 0%
> NCCCCN1CCC(C(N)=O)CC1
    8%, 3%
> CCN(CC)CCNC(=O)c1ccc(Cn2c(=O)c3cccn3c3cccnc32)cc1
    -22%, ?
> O=C(Cn1ccn(-c2ccc(F)cc2)c(=O)c1=O)NCCc1ccccc1
    2%, -2%&9%
> CC1CCN(C(=O)c2c(NC(=O)c3ccccc3Cl)sc3c2CCC(C(C)(C)C)C3)CC1 (stereo not drawn)
    2%, -8%
> Cc1ccc2nsnc2c1S(=O)(=O)O
    0%, 6%
> Fc1ccc(-c2nc(COc3ccc(Br)cc3)co2)cc1
    0%, -1%
> O=C(CSc1nc2ccsc2c(=O)n1Cc1ccccc1F)NCc1ccccc1
    -3%[57.5 µM], -2%
> Cc1cccc(C2N=C(N)Nc3nc4ccccc4n32)c1 (stereo not drawn)
    -4%, -2%
> Cc1cc(C)n(CC(=O)Nc2cc(F)ccc2F)c(=O)c1C#N
    1%, 35%[activator]
> CC(=O)NC1CC(C)(C)NC(C)(C)C1
    -3%, -5%
> Cc1cc(NC(=O)C2CC2)sc1C(=O)NC(C)c1ccccc1Br (stereo not drawn)
    13%, 1%
> O=C(Nc1cccc(S(=O)(=O)N2CCCCC2)c1)C1CC(=O)N(C2CCCC2)C1 (stereo not drawn)
    -1%, 9%
> COc1cccc(C(N)=O)c1OCc1ccccc1
    -2%, -4%
> CCOC(=O)c1cnc2c(C)cc(C)cc2c1Nc1cccc(C(=O)O)c1
    ?, -13%
> Cc1cccc(N2CCN(C3(c4ccccc4)C(=O)c4ccccc4C3=O)CC2C)c1 (stereo not drawn)
    0%, -26%
> CCCCn1c2ccc(F)cc2c2nnc(SCCN(CC)CC)nc21
    0%, -14%
> Fc1ccc(CN2CCc3nc(Nc4ccccc4)ncc3C2)cc1F
    1%, -4%
> CC(=O)c1ccc(NC(=O)Cn2cnc3nc4c(cc3c2=O)CC(C)CC4)cc1 (stereo not drawn)
    37%[activator], 17%
> CC(NC(=O)CCc1cccs1)C1CCCO1 (stereo not drawn)
    -8%, 2%
> COc1ccccc1-c1nc(SCC(=O)NCc2ccc(C)cc2)c2c(=O)n(C)c(=O)n(C)c2n1
    7%, -2%
> COc1cc(OC)c(NC(=O)CSc2nccn2C)cc1Cl
    -9%, -26%
> CCCCOc1ccccc1C(=O)N(Cc1cccc(F)c1)C1CCS(=O)(=O)C1 (stereo not drawn)
    6%, ?
> O=C(Cc1csc2nc(-c3ccccc3)cn12)NCc1ccc(F)cc1
    4%, 14%
> COc1ccc2oc(=O)c(-c3ccc(OCC(=O)N4CCN(C(C)=O)CC4)cc3)cc2c1
    -1%, -2%
> Cc1cccc(-c2nc(CSc3n[nH]c(N)n3)no2)c1
    -3%, -5%
> O=C(c1ccc2c(c1)N(Cc1ccccc1F)C(=O)c1ccccc1S2=O)N1CCCCC1 (stereo not drawn)
    8%, -12%
> Cc1nnc(N2CCCC(C(=O)NCc3ccccc3F)C2)c2nn(-c3ccc(Cl)cc3)c(C)c12 (stereo not drawn)
    4%, 6%
> O=C(Nc1ccc(F)c(Cl)c1)N1CCC(CN2CCc3ccccc3C2)CC1
    -6%, 16%
> COCCCNC(=O)CCC(=O)N1Cc2cccc(OC)c2Oc2ncccc21
    -3%, -25%
> CC(C)c1ccc(CNC(C)c2ccc(S(C)(=O)=O)cc2)cc1 (stereo not drawn)
    -11%, 0%
> Cc1ccccc1NC(=O)COc1ncnc2ccc(Br)cc12
    0%, 3%
> N=C(N)c1cccc(C(F)(F)F)c1
    4%, -9%
> O=C(O)CNS(=O)(=O)c1ccc(Oc2ccccc2Cl)cc1
    -11%, -6%
> COc1ccc(CC(=O)Nc2nc3c(s2)CCCC3)cc1
    -7%[57.5 µM], 0%
> CCCCOc1ccc(/C=C(/C#N)c2nc3ccccc3[nH]2)cc1
    -3%, -3%
> Cc1ccc(C)c(Cn2c(=O)n(CCCCC(=O)NCc3ccc4c(c3)OCO4)c(=O)c3ccccc32)c1
    -7%, 18%

17 compounds out of the list, ordered by heavy-atom count, lowest first:
The line under a structure holds: UDG counterscr, AID inh
> N=C(N)c1cccc(C(F)(F)F)c1
    4%, -9%
> NCCCCN1CCC(C(N)=O)CC1
    8%, 3%
> CC(NC(=O)CCc1cccs1)C1CCCO1 (stereo not drawn)
    -8%, 2%
> COc1cccc(C(N)=O)c1OCc1ccccc1
    -2%, -4%
> O=C(NCc1ccc(F)cc1)c1n[nH]c2c1CCCC2
    18%, -2%
> Cc1cccc(C2N=C(N)Nc3nc4ccccc4n32)c1 (stereo not drawn)
    -4%, -2%
> Cc1ccc(NC(=O)c2sc3nc[nH]c(=O)c3c2C)cc1Cl
    6%, 0%
> Cc1cccc(C)c1Nc1c(-c2ccc(O)cc2)nc2sccn12
    ?, 20%
> O=C(Cc1csc2nc(-c3ccccc3)cn12)NCc1ccc(F)cc1
    4%, 14%
> CCOC(=O)c1cnc2c(C)cc(C)cc2c1Nc1cccc(C(=O)O)c1
    ?, -13%
> O=C(Nc1cccc(S(=O)(=O)N2CCCCC2)c1)C1CC(=O)N(C2CCCC2)C1 (stereo not drawn)
    -1%, 9%
> Cc1cccc(N2CCN(C3(c4ccccc4)C(=O)c4ccccc4C3=O)CC2C)c1 (stereo not drawn)
    0%, -26%
> COc1ccc(Cl)cc1N(C)C(=O)C(=O)Nc1ccc2nc3n(c(=O)c2c1)CCCCC3
    -7%[57.5 µM], 1%
> C=C(C)COc1ccc2c(C)c(CCC(=O)NCc3ccc(S(N)(=O)=O)cc3)c(=O)oc2c1
    -5%, -17%
> Cc1nnc(N2CCCC(C(=O)NCc3ccccc3F)C2)c2nn(-c3ccc(Cl)cc3)c(C)c12 (stereo not drawn)
    4%, 6%
> COC(=O)c1ccc2c(=O)n(CCCCCC(=O)N3CCN(c4cc(C)ccc4C)CC3)c(=O)[nH]c2c1
    -12%, ?
> COc1ccc(C(=O)Cn2c(=O)n3nc(CCn4nc(C)cc4C)nc3c3cc(OC)c(OC)cc32)cc1
    -8%, 45%[activator]

Next structures.
The line under a structure holds: UDG counterscr, AID inh
> Cc1cc(NC(=O)N(Cc2ccco2)C2CCCC2)no1
    2%, 4%
> NC(=O)c1ccc(-c2nc(CSc3ccc4c(c3)OCCCO4)cs2)cc1
    -2%, -10%
> Nc1nnc(N)c2c1no[n+]2[O-]
    0%, -3%
> CCC(C)NC(=O)c1cn(CC)c2ccc(S(=O)(=O)N3CCCCC3)cc2c1=O (stereo not drawn)
    7%[57.5 µM], -23%[57.5 µM]
> CC1(C)CC(=O)C2=C(C1)N(Cc1ccccc1)C(CCC1CCCCC1)=NC2(C(F)(F)F)C(F)(F)F
    3%, -9%
> Cc1cc2nc(C)n(CCOc3ccccc3)c2cc1C
    1%, -7%
> Cc1ccc(-n2nc(C(=O)N3CCN(c4ccccc4)CC3)c(=O)n(C)c2=O)cc1
    4%, -8%
> COc1ccc(OC)c(NC(=O)CN2C(=O)CC(C)Sc3ccccc32)c1 (stereo not drawn)
    7%, -17%
> COc1cc(Cl)c(C)cc1NC(=O)C(C)N1CCN(S(=O)(=O)Cc2ccccc2)CC1 (stereo not drawn)
    3%, -6%
> COCCn1c(SCC(=O)NC2CCCC2)nc2c(c1=O)SCC2
    3%, -2%
> COc1cccc2cc(-c3nc(Nc4cccc(C)c4C)sc3C)c(=O)oc12
    16%, 5%
> COc1ccccc1CCN[C@H]1CS(=O)(=O)C[C@@H]1S(=O)(=O)c1ccc(F)cc1
    2%, -1%
> Cc1cccc(NC(=O)c2oc3ccc(S(=O)(=O)N(C)C4CCCCC4)cc3c2C)c1C
    -5%, 2%
> COC(=O)c1c(NC(=O)Cc2coc3cc(C)cc(C)c23)sc2c1CCC2
    6%, 7%
> Cc1ccc(Nc2nc(C(N)=O)c(NC(=O)CC(C)C)s2)cc1
    3%, 0%
> O=C(CN1C(=O)CSc2ccc(S(=O)(=O)N3CCCC3)cc21)NCc1ccc(F)cc1Cl
    -7%, -7%
> NS(=O)(=O)c1ccc(CCNc2nc3c(-c4cccc(F)c4)nnn3c3ccc(Cl)cc23)cc1
    1%, -26%
> COc1ccc(-c2nnc3n2N(C(C)=O)C(c2ccc(Cl)c(Cl)c2)=C(C(C)=O)S3)cc1
    -6%, 100%[activator]
> Cc1ccc(S(=O)(=O)NCC(=O)OCc2cc(=O)oc3c(C)c(C)ccc23)cc1
    1%, 0%
> O=C(NCCc1ccc(Cl)cc1)c1cccn1-c1nnc(N2CCCCC2)s1
    -7%, -23%
> CCCCC(CC)C(=O)Nc1ccccc1F (stereo not drawn)
    -4%, -3%
> CC(C)(C)SCC(=O)Nc1cccc(CN2CCCC2)c1
    1%, 0%
> N#Cc1ccccc1COC(=O)c1ccccc1SCC1CCCO1 (stereo not drawn)
    -1%, -6%
> CCOC(=O)c1ccc(-n2c(N)c(C(=O)OC)c3nc4ccccc4nc32)cc1
    ?, ?
> CN(C)S(=O)(=O)c1ccc2c(c1)N(CC(=O)Nc1ccc(F)cc1)C(=O)CS2
    -6%, -1%
> CN(C)c1ccc(/C=C2\C(=O)Nc3ccccc32)cc1
    -4%, 203%[activator]
> Cc1ccc(-n2nc3c(=O)n(C(C)C(=O)NCc4ccccc4C)nc(C)c3c2C)cc1 (stereo not drawn)
    -2%, ?
> CCCC(NC(=O)c1sccc1C)c1ccccc1 (stereo not drawn)
    -5%, -4%
> CCOc1cc(/C=C/C(=O)c2ccc(Cl)cc2)ccc1O
    0%, -10%
> CC(NS(=O)(=O)Cc1ccc(F)cc1)c1ccccn1 (stereo not drawn)
    6%, 5%
> CCOc1ccc(NC(=O)CCn2nc(C)c(S(=O)(=O)N3CCCCC3)c2C)cc1
    -1%, -1%
> CC(C)c1ccc(C(C)NC(=O)Cn2nnn(-c3ccccc3)c2=O)cc1 (stereo not drawn)
    -6%, -1%
> Cc1ccc(C)c(NC(=O)c2ccc3nc(CCc4ccccc4)oc3c2)c1
    11%, -5%
> Cc1ccc(C)c(S(=O)(=O)n2nc(C)c(S(=O)(=O)N3CCCCCC3)c2C)c1
    -1%, 55%[activator]
> COc1ccc(CNC(=O)C2CCCN(S(=O)(=O)c3cccc4nsnc34)C2)cc1 (stereo not drawn)
    -9%, 6%
> COc1ccc(CCNC(=O)CN(c2ccccc2)S(=O)(=O)N(C)C)cc1OC
    -13%, 15%
> COc1ccc(C2(CNC(=O)C(=O)Nc3ccc(C)c(Cl)c3)CCCC2)cc1OC
    -2%, 8%
> Cn1cnc(S(=O)(=O)N2CCC(C(=O)NCc3ccc(F)cc3)CC2)c1
    4%, 15%
> CC(c1cccs1)N(C)C(=O)Cc1n[nH]c(=O)c2ccccc12 (stereo not drawn)
    -5%, -1%
> Cc1ccc(CN(CC(=O)NCC2CCCO2)C2CC2)cc1 (stereo not drawn)
    1%, 3%

These rows are one share of the data. The share of hits here may be higher or lower than overall.
